Lung fibro prol – blocks proliferation of human lung fibroblasts | LL 47 human lung fibroblast viability, ATP luminescence; hits give low values | viability, % at 10 µM | 85,000 compounds, 1.1% hits | AID 719;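 active = viability at or below 50% in the single dose screen; inactive = viability above 50%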;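 also: compound exposure lasted 72 h before the ATP readout; 100% = median luminescence of untreated cell-only wells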
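Test system: LL 47 human lung fibroblasts / Incubation: 72 h compound exposure at 37 °C after overnight plating / Technique: luminescent ATP detection, CellTiter-Glo / Compound dosing: 0.1% DMSO in all compound wells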
HUVEC prolif 384 – human endothelial cell proliferation inhibition; HUVEC proliferation, CellTiter-Glo luminescence, 72 h; hits give low values; viability, % at 10 µM (by protocol); 86,000 compounds, 1.1% hits;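 active = viability at or below 30%; inactive = viability above 30%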;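 also: 100% = median luminescence of DMSO-only cell control wells on each plate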
ERb coact inh – ER-beta (human) coactivator binding inhibition | Q92731 | TR-FRET ER-beta LBD / SRC1-Cy5 peptide binding; receptor agonist-loaded with 1 µM estradiol | inhibition, % at 25.6 µM | 86,000 compounds, 1.3% hits | AID 633;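 active = compounds whose percent inhibition of the receptor-coactivator binding signal exceeds about 50% in the single-dose screen, limit read from the data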;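 also: 0% = receptor plus peptide wells without compound and 100% = peptide-only wells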
Target sequence (Q92731 whole entry, looked up, the tested form may be a part): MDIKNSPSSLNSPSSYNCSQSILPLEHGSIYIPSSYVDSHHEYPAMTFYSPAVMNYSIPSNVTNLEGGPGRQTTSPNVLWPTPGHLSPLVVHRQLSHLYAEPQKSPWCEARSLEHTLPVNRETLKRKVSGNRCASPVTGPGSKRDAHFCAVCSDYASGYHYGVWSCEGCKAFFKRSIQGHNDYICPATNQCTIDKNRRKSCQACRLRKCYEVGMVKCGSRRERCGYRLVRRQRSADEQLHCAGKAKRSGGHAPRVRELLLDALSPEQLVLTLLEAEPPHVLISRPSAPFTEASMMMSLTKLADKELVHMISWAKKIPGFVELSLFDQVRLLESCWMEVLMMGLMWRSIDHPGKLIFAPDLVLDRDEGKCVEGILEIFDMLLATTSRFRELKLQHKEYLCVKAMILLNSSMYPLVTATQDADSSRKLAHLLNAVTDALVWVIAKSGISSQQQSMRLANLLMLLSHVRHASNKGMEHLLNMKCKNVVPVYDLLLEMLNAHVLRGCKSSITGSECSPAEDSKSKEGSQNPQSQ
ERa coact pot – enhances coactivator binding to human estrogen receptor alpha; P03372; TR-FRET ERalpha-LBD/SRC-Cy5 coactivator binding, 2 h; 100 = basal binding, no effect; coactivator binding (% of control), % at 25.6 µM; 86,000 compounds, 1.3% hits; AID 639; in the data active = activity above about 200%;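 also: binding measured in presence of low estradiol as agonist stimulus; 0% = peptide alone without receptor and 100% = receptor with peptide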
H69AR inhibit – blocks growth of human H69AR lung tumor cells | H69AR lung tumor viability, ATP luminescence, 72 h; hits give low values | viability, % at 10 µM | 85,000 compounds, 6% hits | AID 598;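 active = viability at or below 40%; inactive = viability above 40%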;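 also: multidrug resistant small cell line overexpressing MRP-1 efflux transporter; 100% = mean luminescence of untreated control wells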
ERa coact inh – ER-alpha (human) coactivator binding inhibition. 86,000 compounds, 1.7% hits. inhibition, % at 25.6 µM. TR-FRET ER-alpha LBD / SRC-1 peptide, estradiol-bound. AID 629; in the data active = inhibition above about 50%;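 also: 0% = receptor plus peptide control and 100% = peptide only without receptor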
CD11b adhes enh – increases human CD11b/CD18 adhesion to fibrinogen | P05107+P11215 | AID 1499 | activation, % at 10 µM | 93,000 compounds, 0.07% hits | K562 CD11b/CD18 adhesion to fibrinogen, ATPlite luminescence;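 active = 10 µM primary screen giving 50% or more activity, confirmed by 40% or more on retest at that dose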; also: strong numbers were not always called active
Smad3 inh – inhibitors of human Smad3 transcription factor binding | TR-FRET Smad3/Dy647-FoxH1 peptide binding, europium anti-His | P84022 | inhibition, % at 25 µM | 88,000 compounds, 0.29% hits;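 active = compounds that reduce the energy-transfer binding signal between the protein and its labelled peptide by more than half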;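 also: 0% = Smad3 plus labelled peptide maximal FRET and 100% = peptide-only background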
Target sequence (P84022 whole entry, looked up): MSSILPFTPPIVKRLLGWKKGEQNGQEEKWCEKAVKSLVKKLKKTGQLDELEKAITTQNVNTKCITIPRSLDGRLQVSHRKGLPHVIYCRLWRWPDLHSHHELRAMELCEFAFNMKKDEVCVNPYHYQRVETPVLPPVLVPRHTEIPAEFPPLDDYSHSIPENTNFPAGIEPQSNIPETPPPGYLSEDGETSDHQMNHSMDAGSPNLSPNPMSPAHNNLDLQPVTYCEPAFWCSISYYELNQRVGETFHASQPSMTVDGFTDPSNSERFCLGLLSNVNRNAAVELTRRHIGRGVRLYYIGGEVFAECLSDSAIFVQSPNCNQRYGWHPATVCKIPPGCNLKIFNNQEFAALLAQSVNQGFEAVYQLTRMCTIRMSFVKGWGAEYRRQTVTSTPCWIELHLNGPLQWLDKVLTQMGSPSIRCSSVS
MT1-MMP txn act – activates MT1-MMP transcription; HT1080 MT1-MMP promoter luciferase reporter, luminescence, overnight; hits give high values; 86,000 compounds, 0.16% hits; AID 750; activation factor at 10 µM;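 active = activation factor of at least 2 for MT1-MMP transcription at 10 µM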
* marks the source's active call; other numbers are inactive results; · = not tested or not shown; [ ] = remark or other dose. The list is partial; the hit share may differ from the screen's.

[1] CS(=O)(=O)c1ccc2nc(NC(=O)CCC(=O)c3cccs3)sc2c1
[2] COc1ccccc1NC(=O)Nc1nnc(C(C)C)s1
[3] Nc1ccc(SC(F)(F)F)cc1C(=O)c1ccccc1
[4] CCOC(=O)N1CCN(S(=O)(=O)c2ccc(OCC(=O)OC)cc2)CC1
[5] Cn1c(=O)c2c(nc(CN3CCN(c4ccc(F)cc4)CC3)n2Cc2ccccc2F)n(C)c1=O
assay / entry	1	2	3	4	5
Lung fibro prol	100	99	80	98	94
HUVEC prolif 384	96	104	75	90	82
ERb coact inh	40	-9	-5	-1	-5
ERa coact pot	67[fluorescence artefact?]	117	82	109	110
H69AR inhibit	40*	94	77	90	74
ERa coact inh	68*	-3	-4	-10	-12
CD11b adhes enh	122	2	0	-2	-5
Smad3 inh	7	-16	13[fluorescence artefact?]	-1	-3
MT1-MMP txn act	1.3	1.5	1.1	1.1	1.1

[6] CCCCCn1c(=O)[nH]c2cc(C(=O)NCc3ccco3)ccc2c1=O
[7] COc1ccc(NC(=O)CNS(=O)(=O)c2cccc3nonc23)c(OC)c1
[8] CCC(C)Sc1nc2c(c(=O)[nH]c(=O)n2C)n1Cc1ccccc1Cl (centres undefined)
[9] Cc1nn2c(-n3ccnc3)c3c(nc2c1-c1ccccc1)CCC3
[10] O=C(NCCc1ccc(Cl)cc1)c1cnc2n(c1=O)CCS2
assay / entry	6	7	8	9	10
Lung fibro prol	94	102	95	·	108
HUVEC prolif 384	78	109	95	100	97
ERb coact inh	-8	-4	-5	1	6
ERa coact pot	110	134[fluorescence artefact?]	95[fluorescence artefact?]	108	114
H69AR inhibit	101	88	59	75	102
ERa coact inh	10	-7	0	-4	-2
CD11b adhes enh	-4	-2	-6	0	4
Smad3 inh	5	2	11	4	0
MT1-MMP txn act	1	1	1.1	1	1.3

[11] CCOC(=O)c1[nH]c2ccc(Br)cc2c1NC(=O)CCN1CCC(C)CC1
[12] O=C(CSc1ccc2nnc(-c3ccccc3)n2n1)NCC1CCCO1 (centres undefined)
[13] CC(=O)c1cccc(OCC(=O)c2cc(C)n(-c3cc(C)on3)c2C)c1
[14] O=C1c2ccccc2NC(c2ccccc2)N1Cc1ccco1 (centres undefined)
[15] Cc1ccc(N2CCCn3c2nc2c3c(=O)n(CC(=O)OCc3ccccc3)c(=O)n2C)cc1C
assay / entry	11	12	13	14	15
Lung fibro prol	93	102	96	·	98
HUVEC prolif 384	84	106	89	75	94
ERb coact inh	-12	-7	17	9	-6
ERa coact pot	97	95[fluorescence artefact?]	62	83	124
H69AR inhibit	83	51	78	84	87
ERa coact inh	-3	-5	49[fluorescence artefact?]	7	-4
CD11b adhes enh	4	·	-2	-3	-6
Smad3 inh	19	2	0	7	1
MT1-MMP txn act	1.2	1	1.3	1.2	1

[16] CCOC(=O)c1oc2ccccc2c1CN1CCN(C)CC1
[17] COc1ccc(OC)c(-c2[nH]nc3c2C(c2ccco2)C(C#N)=C(N)O3)c1 (centres undefined)
[18] Cc1ccc(C(=O)NCCCNCCCNC(=O)c2ccc(C)nc2)cn1
[19] C#CCOC(=O)C1C2C=CC(C2)C1C(=O)O (centres undefined)
[20] COc1ccc(C2=NO[C@@H]3C(=O)N(c4c(C)cccc4C)C(=O)[C@H]23)cc1OC
assay / entry	16	17	18	19	20
Lung fibro prol	98	92	88	103	105
HUVEC prolif 384	95	74	99	103	98
ERb coact inh	4	22	0	-3	-7
ERa coact pot	103	69[fluorescence artefact?]	108	102	103
H69AR inhibit	88	72	103	94	90
ERa coact inh	-5	5	-5	-5	3
CD11b adhes enh	·	0	·	-1	0
Smad3 inh	3	15	3	-5	-3
MT1-MMP txn act	1.2	1.1	1.1	1.2	1

[21] COc1ccc([C@H]2[C@@H](C#N)[C@H](C#N)N3CCCN23)cc1
[22] Cc1cc(Cl)c2c(c1)[C@]1(C(=O)N2)[C@@H]2C(=O)N(Cc3ccccc3)C(=O)[C@@H]2[C@@H]2CCCN21
[23] O=C(NCCc1ccncc1)Nc1cccc(Cl)c1
[24] Cc1cc(Cl)cc(Br)c1OCCCCn1cncn1
[25] COc1cc(S(=O)(=O)N2CCOCC2)ccc1NC(=O)c1cc2c(s1)CCC2
assay / entry	21	22	23	24	25
Lung fibro prol	102	102	101	91	93
HUVEC prolif 384	96	81	81	101	74
ERb coact inh	-8	0	-5	-1	0
ERa coact pot	104	104	94	120	123
H69AR inhibit	90	65	106	102	78
ERa coact inh	-12	4	-2	-9	-1
CD11b adhes enh	·	4	0	0	2
Smad3 inh	10	4	16	0	9
MT1-MMP txn act	1.2	1.2	1.1	1	1

[26] CC1CCCC(NC(=O)CSc2nccn2C)C1C (centres undefined)
[27] CCOC(=O)CSc1nnc(CNC(=O)c2cccs2)n1CCc1ccccc1
[28] Cc1[nH]c(=O)[nH]c(=O)c1S(=O)(=O)N1CCOCC1
[29] N#CC(=C1CCCC1)c1nc(-c2ccccc2O)cs1
[30] COC(=O)Nc1ccc(C)c(NC(=O)OC)c1
assay / entry	26	27	28	29	30
Lung fibro prol	95	102	105	88	102
HUVEC prolif 384	90	87	93	80	89
ERb coact inh	3	2	-2[fluorescence artefact?]	2	-6
ERa coact pot	129	105	114	101	109
H69AR inhibit	90	92	101	29*	90
ERa coact inh	8	-6	3[fluorescence artefact?]	3	-5
CD11b adhes enh	-1	-4	0	0	4
Smad3 inh	15[fluorescence artefact?]	4	1	-7	6[fluorescence artefact?]
MT1-MMP txn act	1.1	1	1.1	1.4	1.2

[31] CC1CN(c2nc3ccccc3nc2C(C#N)C(=O)NCc2ccc3c(c2)OCO3)CC(C)O1 (centres undefined)
[32] O=C(NC12CC3CC(CC(C3)C1)C2)N1CCN(c2ccccn2)CC1
[33] CCCOC(=O)c1ccc(OCC(O)Cn2c(C)nc3ccccc32)cc1 (centres undefined)
[34] Cc1cccc(NC(=O)CCN2C(=O)C3C4C=CC(C4)C3C2=O)n1 (centres undefined)
[35] CCOC(=O)Cn1c(C)c(Br)c(=O)c2cccc(C)c21
assay / entry	31	32	33	34	35
Lung fibro prol	103	93	100	99	101
HUVEC prolif 384	103	100	95	99	96
ERb coact inh	1	16	1	-16	-6[fluorescence artefact?]
ERa coact pot	95[fluorescence artefact?]	133	86	127	125
H69AR inhibit	87	93	84	88	89
ERa coact inh	-14	6	9	-21	-9
CD11b adhes enh	40	-2	-6	4	0
Smad3 inh	-1	17	-1	15[fluorescence artefact?]	-2
MT1-MMP txn act	1	1	1.1	1.2	1.1

[36] CCOc1ccccc1N(CC(=O)NC1CCCC1)C(=O)CCC(=O)Nc1cc(C)on1
[37] CCOC(=O)c1c(NC(=O)Nc2ccc(Cl)cc2)sc(C)c1C
[38] O=C(NCc1ccco1)c1ccc(CS(=O)(=O)c2cccc(C(F)(F)F)c2)o1
[39] CCC(C(=O)NC1CCCC1)N(C(=O)Cn1nnc(-c2ccc(C)o2)n1)C(C)(C)C (centres undefined)
[40] O=C(Nc1nc(SCc2ccc(F)cc2)ns1)c1ccco1
assay / entry	36	37	38	39	40
Lung fibro prol	91	104	98	97	108
HUVEC prolif 384	100	90	88	105	91
ERb coact inh	-11	-3	6	-5	1
ERa coact pot	124	95	134	109	106
H69AR inhibit	83	97	91	83	84
ERa coact inh	1	6	-2	-4	7
CD11b adhes enh	2	·	-5	-4	·
Smad3 inh	5[fluorescence artefact?]	10	-1	6	2
MT1-MMP txn act	1.2	1	1	1.2	1

[41] COCCn1nnnc1C(c1ccc(C)cc1)N1CCN(Cc2ccc3c(c2)OCO3)CC1 (centres undefined)
[42] CN(C)c1ccc(C(=O)C(O)c2ccccc2)cc1 (centres undefined)
[43] CCOc1nc(NCc2ccco2)nc(Nc2ccc(OC)cc2)n1
[44] CCCc1[nH]nc2c1C(c1ccncc1)C(C#N)=C(N)O2 (centres undefined)
[45] Cc1nnc(SCCn2c(Br)nc3c2c(=O)n(C)c(=O)n3C)s1
assay / entry	41	42	43	44	45
Lung fibro prol	99	92	103	107	95
HUVEC prolif 384	87	90	90	94	113
ERb coact inh	2[fluorescence artefact?]	-5	9	-3	-6
ERa coact pot	100[fluorescence artefact?]	124	96[fluorescence artefact?]	108	118
H69AR inhibit	92	95	88	92	193
ERa coact inh	3[fluorescence artefact?]	1	9	-7[fluorescence artefact?]	-14
CD11b adhes enh	-2	·	-1	·	0
Smad3 inh	0	1	9	0	4
MT1-MMP txn act	1.3	1.4	1.2	0.7	1.1

[46] COCCN1C(=O)C(=O)/C(=C(/O)c2cccc(OC)c2)C1c1ccco1 (centres undefined)
[47] CCCNCC1COc2ccccc2O1 (centres undefined)
[48] Clc1ccc(/C=N/c2c(-c3ccc(Cl)cc3)nc3n2CCS3)cc1
[49] COc1ccc(N(CC(=O)Nc2nccs2)S(=O)(=O)c2c(C)nn(C)c2C)cc1
assay / entry	46	47	48	49
Lung fibro prol	105	101	104	97
HUVEC prolif 384	99	93	90	101
ERb coact inh	45	80*	-7	7
ERa coact pot	99[fluorescence artefact?]	49	104	113
H69AR inhibit	103	107	53	96
ERa coact inh	38	84*[fluorescence artefact?]	1	0
CD11b adhes enh	·	-2	·	-2
Smad3 inh	-2	37	9	8
MT1-MMP txn act	1.1	1.2	1.2	1

Quoted from above, compounds 40–47
[40] O=C(Nc1nc(SCc2ccc(F)cc2)ns1)c1ccco1
[41] COCCn1nnnc1C(c1ccc(C)cc1)N1CCN(Cc2ccc3c(c2)OCO3)CC1 (centres undefined)
[42] CN(C)c1ccc(C(=O)C(O)c2ccccc2)cc1 (centres undefined)
[43] CCOc1nc(NCc2ccco2)nc(Nc2ccc(OC)cc2)n1
[44] CCCc1[nH]nc2c1C(c1ccncc1)C(C#N)=C(N)O2 (centres undefined)
[45] Cc1nnc(SCCn2c(Br)nc3c2c(=O)n(C)c(=O)n3C)s1
[46] COCCN1C(=O)C(=O)/C(=C(/O)c2cccc(OC)c2)C1c1ccco1 (centres undefined)
assay / entry	40	41	42	43	44	45	46
Lung fibro prol	108	99	92	103	107	95	105
HUVEC prolif 384	91	87	90	90	94	113	99
ERb coact inh	1	2[fluorescence artefact?]	-5	9	-3	-6	45
ERa coact pot	106	100[fluorescence artefact?]	124	96[fluorescence artefact?]	108	118	99[fluorescence artefact?]
H69AR inhibit	84	92	95	88	92	193	103
ERa coact inh	7	3[fluorescence artefact?]	1	9	-7[fluorescence artefact?]	-14	38
CD11b adhes enh	·	-2	·	-1	·	0	·
Smad3 inh	2	0	1	9	0	4	-2
MT1-MMP txn act	1	1.3	1.4	1.2	0.7	1.1	1.1

[47] CCCNCC1COc2ccccc2O1 (centres undefined)
assay / entry	47
Lung fibro prol	101
HUVEC prolif 384	93
ERb coact inh	80*
ERa coact pot	49
H69AR inhibit	107
ERa coact inh	84*[fluorescence artefact?]
CD11b adhes enh	-2
Smad3 inh	37
MT1-MMP txn act	1.2

Screening data: PubChem, several laboratories
